HKDC1 inhibitor = HKDC1 hexokinase inhibitors, primary screen, biochemical, fluorescence, uHTS | recombinant HKDC1, G6PDH/diaphorase resazurin coupled fluorescence | inhibition, % at 20 µM | AID 493160, 2011 | Q2TB90 | hit rate 0.16% among 340,000;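 active = inhibition above about 35% when tested at 20 µM, limit read from the data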;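 also: plate controls were DMSO wells with enzyme for no effect and DMSO wells lacking enzyme for full effect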
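Assay system – recombinant HKDC1 (HK5) hexokinase enzyme, produced in-house · Input – HKDC1 at 5 µg/mL · Reagent – glucose plus 1 mM ATP as hexokinase substrates · Timing – 90 min reaction incubation at room temperature, dark · Measured by – G6PDH/diaphorase-coupled fluorescence, 1 mM NADP, 100 µM resazurin, 525/613 nm · Benchmarks – DMSO-enzyme wells negative, buffer-substituted wells positive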
ATG4B inhibitor = ATG4B protease inhibitors, primary screen, biochemical, fluorescence, uHTS; inhibition, % at 8.33 µM; Cysteine protease ATG4B (Homo sapiens), Q9Y4P1; ATG4B cleavage of LC3-PLA2, NBD-HPC fluorescence, 1 h; hit rate 0.51% among 340,000; AID 504462, 2011; in the data active = inhibition above about 40%
GRIN3A LBD mod = binders of NR3A ligand-binding domain, primary screen, biophysical, differential scanning fluorimetry, uHTS. Glutamate receptor ionotropic, NMDA 3A (GRIN3A) ligand-binding domain. NR3A LBD differential scanning fluorimetry, Tm shift; 0% = protein alone, 100% = glycine-bound protein. Tm shift relative to glycine control, % at 25 µM. hit rate 2.5% among 340,000;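 active = melting temperature shift of at least 10% of the positive control shift, at one fixed dose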
MPTP inh = mitochondrial permeability transition pore inhibitors, primary screen, biochemical, isolated mouse mitochondria, absorbance | Ca2+ swelling absorbance, 30 min | inhibition, % at 10 µM | hit rate 1.4% among 360,000;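 active = inhibition of 50% or more, scaled per plate between neutral and stimulator controls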;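 also: 0% = DMSO wells given calcium and 100% = 1 mM EGTA wells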
PfG6PD inh = PfG6PD enzyme inhibitors, primary screen, biochemical, fluorescence intensity, uHTS; hit rate 0.78% among 350,000; inhibition, % at 20 µM; PfGluPho enzyme, NADPH resazurin-diaphorase fluorescence; glucose-6-phosphate dehydrogenase-6-phosphogluconolactonase (Plasmodium falciparum 3D7);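 active = inhibition reaching at least a set limit at 20 µM in the primary screen, cut at about 59% in these data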;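 also: 0% = DMSO wells with substrate and 100% = DMSO wells lacking glucose-6-phosphate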
SENP8 block = human SENP8 protease inhibitors, primary screen, biochemical, fluorescence, Nedd8 protein substrate, uHTS; Sentrin-specific protease 8 (Homo sapiens), Q96LD8; AID 602440, 2012; inhibition, % at 20 µM; recombinant SENP8; hit rate 0.64% among 360,000; in the data active = inhibition mostly above about 40%, no sharp cut-off; inactive = mostly below about 27%
Target sequence (Q96LD8 whole entry, looked up): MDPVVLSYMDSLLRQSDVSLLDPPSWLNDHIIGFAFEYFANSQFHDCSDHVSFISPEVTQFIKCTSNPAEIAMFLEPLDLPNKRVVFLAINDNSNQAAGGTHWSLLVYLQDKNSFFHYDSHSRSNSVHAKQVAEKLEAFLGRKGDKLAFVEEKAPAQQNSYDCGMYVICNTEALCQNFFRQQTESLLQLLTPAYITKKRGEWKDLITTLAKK
SENP6 block = SENP6 protease inhibitors, primary screen, biochemical, luminescence, uHTS; Sentrin-specific protease 6 (Homo sapiens), Q9GZR1; Recombinant SENP6 catalytic domain, aminoluciferin luminescence; inhibition, % at 10 µM; hit rate 1.8% among 330,000; AID 2599, 2010;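 active = inhibition above about 50% at the single tested dose, limit read from the data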;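 also: plate controls were DMSO wells with enzyme for no effect and DMSO wells lacking enzyme for full effect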
Target sequence (Q9GZR1 628-1112 limits assumed): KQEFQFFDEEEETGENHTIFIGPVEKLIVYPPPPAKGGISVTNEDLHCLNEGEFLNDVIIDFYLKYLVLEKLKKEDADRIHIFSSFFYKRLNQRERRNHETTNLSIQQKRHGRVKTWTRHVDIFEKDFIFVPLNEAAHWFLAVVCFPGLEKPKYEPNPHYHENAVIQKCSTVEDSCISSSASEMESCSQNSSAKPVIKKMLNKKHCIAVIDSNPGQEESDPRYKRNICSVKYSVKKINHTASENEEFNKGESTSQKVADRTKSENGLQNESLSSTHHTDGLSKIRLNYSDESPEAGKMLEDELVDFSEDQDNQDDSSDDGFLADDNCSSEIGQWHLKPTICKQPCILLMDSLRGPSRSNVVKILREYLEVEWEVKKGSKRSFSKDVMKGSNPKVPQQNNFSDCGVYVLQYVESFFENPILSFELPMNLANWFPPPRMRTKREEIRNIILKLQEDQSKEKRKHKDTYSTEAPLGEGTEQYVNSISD
SENP7 inh = SENP7 protease inhibitors, primary screen, biochemical, luminescence, uHTS; Sentrin-specific protease 7 (Homo sapiens), Q9BQF6; recombinant SENP7, Z-RLRGG-aminoluciferin luminescence, 40 min; inhibition, % at 5 µM; hit rate 1.5% among 330,000; AID 434973, 2010;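 active = inhibition above about 50% at the single test dose, limit read from the data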;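 also: plate controls were DMSO with enzyme for no effect and no enzyme buffer wells for full effect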
Target sequence (Q9BQF6 706-1050 limits assumed): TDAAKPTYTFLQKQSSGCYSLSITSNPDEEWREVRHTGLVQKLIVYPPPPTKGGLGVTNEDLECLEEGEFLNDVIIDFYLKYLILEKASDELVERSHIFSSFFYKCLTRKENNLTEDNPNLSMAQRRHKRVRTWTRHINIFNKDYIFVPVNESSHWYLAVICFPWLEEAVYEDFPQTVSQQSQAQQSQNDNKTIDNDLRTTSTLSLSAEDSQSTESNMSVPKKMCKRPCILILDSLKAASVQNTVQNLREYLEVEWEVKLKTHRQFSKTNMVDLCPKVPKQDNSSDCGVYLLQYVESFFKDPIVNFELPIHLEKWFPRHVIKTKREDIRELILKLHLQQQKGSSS
Numbers without * were called inactive; / = not tested or not shown.

SMILES	MPTP inh	SENP7 inh	SENP8 block	ATG4B inhibitor	PfG6PD inh	GRIN3A LBD mod	SENP6 block	HKDC1 inhibitor
COCCNC(=O)C(c1ccc(Cl)cc1)N(C(=O)Cn1nnc2ccccc21)c1cccnc1 (stereo unspecified)	-0.6	-5.4	5.5	-3.4	-22.4	-2.1	-2.0	-9.4
Cc1ccc(S(=O)(=O)N(C(=O)c2ccncc2)c2ccc(OC(=O)c3ccncc3)c3ccccc23)cc1	0.6	3.0	15.6	-7.6	73.9*	3.6	20.5	31.6
COc1ccc(CNCC(O)COc2ccc(C)cc2[N+](=O)[O-])cc1 (stereo unspecified)	-3.5	5.2	16.1	5.3	2.6	0.5	-17.6	-4.6
NS(=O)(=O)c1ccc(Nc2ccc3nonc3c2[N+](=O)[O-])cc1	1.6	-6.8	24.5	5.0	0.8	0.6	-4.9	-1.1
CC12CCC(=O)N1C(C(=O)Nc1nc(-c3ccccc3Cl)cs1)CS2 (stereo unspecified)	0.5	-2.8	2.2	10.9	13.7	-3.9	-9.7	6.0
CCn1cc(C(=O)NCCCOC)c(=O)c2cc(S(=O)(=O)N(C)C)ccc21	-2.7	-8.7	8.5	-6.4	0.1	-3.5	-0.2	-5.4
O/N=C1/CCc2nonc2/C1=N/O	-2.3	10.3	15.6	-2.8	-4.7	-1.8	0.1	-10.0
COC(=O)c1ccc(NC(=O)c2ccccc2-c2ccccc2C(=O)O)cc1	1.5	-8.4	6.7	-1.8	-11.6	1.3	-12.6	-5.4
CC(=O)Nc1ccc(S(=O)(=O)NCC(=O)NNC(=O)c2csc(N3CCOCC3)n2)cc1	-0.7	3.7	0.1	-2.5	7.8	2.0	21.5	-2.6
CCOC(=O)N1CCc2c(sc3[nH]c(=S)[nH]c(=S)c23)C1	/	-1.8	/	2.8	14.8	0.5	-4.1	-1.4
CN1C(=O)Cn2c1nc1ccccc12	0.1	-0.7	16.5	-16.4	-3.2	-0.9	-0.7	-5.8
CN(C(=O)COc1ccc2c(-c3ccccc3)cc(=O)oc2c1)C1CCS(=O)(=O)C1 (stereo unspecified)	-1.4	7.5	-46.2	-8.0	6.7	1.2	6.9	1.1
C=CCCC(=O)NC1CCCc2c1cnn2-c1ccccc1F (stereo unspecified)	9.6	1.0	11.2	-5.2	3.6	0.3	1.0	-6.9
COC(=O)c1ccc(OCCOc2ccccc2)cc1	-6.1	15.8	13.9	-2.1	8.3	2.3	22.0	-6.2
CCOC(=O)[C@H]1[C@H]2COc3ccc(Br)cc3[C@@H]2N2C(=O)CN(Cc3ccc(F)cc3)C(=O)[C@@]12C	-2.1	9.0	5.7	-7.1	0.8	-6.9	-1.9	7.6
CCCNC(=O)c1c(NC(=O)C2COc3ccccc3O2)sc2c1CCCC2 (stereo unspecified)	9.7	-4.1	-19.8	-8.5	-3.5	1.0	-5.8	-7.5
CN1CCC(N(C)C(=O)c2ccc(Cl)c(S(=O)(=O)N3CCc4ccccc43)c2)CC1	0.0	6.1	2.5	0.1	-13.8	-1.5	-1.9	-0.2
CCCCn1c(SCC(=O)NCc2ccccc2)nc2ccc(N3CCOCC3)cc2c1=O	3.2	4.8	-280.7	1.4	-1.7	0.0	-4.4	3.6
Cc1ccc(C)c(S(=O)(=O)Nc2ccc(C(N)=O)cc2)c1	0.6	7.3	2.9	-6.6	6.1	2.5	-15.4	-11.5
Cc1csc(C(=O)NCC(=O)NNC(=O)c2cccc(Cl)c2)c1	-1.4	-1.5	5.7	7.4	-13.0	-0.6	0.7	-7.0
O=C(CNC(=O)c1ccco1)NCC(=O)OCc1ccc(F)cc1	-2.6	-5.6	5.6	5.3	8.1	-0.7	-18.3	-6.8
CCN1CCN(CCOc2ccccc2-c2ccccc2)CC1	-3.8	-6.7	2.4	2.6	-9.4	-0.1	-3.4	-6.9
COc1ccc(C(=O)N(C)CCCC2CCCC2)cc1OC1CCN(C(C)=O)CC1	-1.7	1.7	-4.3	-1.1	17.1	-1.9	8.2	-8.3
N#CCCN1CCN(C(=S)c2ccc(-c3ccc(Cl)c(Cl)c3)o2)CC1	-1.5	-6.8	28.4	-4.2	32.6	-1.8	-6.6	9.8
Cc1ccccc1-c1nnc(-c2ccc(Cl)cc2)o1	1.2	75.2*	16.7	-3.4	8.2	-11.0	10.2	-10.2

Reprinted from the part before: two compounds, then new ones.
SMILES	MPTP inh	SENP7 inh	SENP8 block	ATG4B inhibitor	PfG6PD inh	GRIN3A LBD mod	SENP6 block	HKDC1 inhibitor
N#CCCN1CCN(C(=S)c2ccc(-c3ccc(Cl)c(Cl)c3)o2)CC1	-1.5	-6.8	28.4	-4.2	32.6	-1.8	-6.6	9.8
Cc1ccccc1-c1nnc(-c2ccc(Cl)cc2)o1	1.2	75.2*	16.7	-3.4	8.2	-11.0	10.2	-10.2
Cc1nn(C)c(C(=O)NNC(=S)NCc2ccccc2)c1Cl	0.1	-2.9	3.1	-4.8	-10.6	3.9	-14.1	-5.1
COc1ccc(-n2c(SCC(=O)N3CCOCC3)nnc2C(C)N2CCCCC2)cc1 (stereo unspecified)	/	-0.8	/	-3.4	-12.2	-0.5	-0.6	-3.6
O=C(O)c1ccccn1	-2.7	4.6	3.2	-0.3	5.7	0.6	1.6	-6.8
CSc1nc2nc(-c3ccccc3)cc(=O)n2[nH]1	5.2	9.3	18.6	2.2	1.9	-3.1	53.3*	0.6
COc1cccc(-n2c(Cc3cc(=O)[nH]c(=O)[nH]3)nnc2SCC(=O)Nc2ccccc2)c1	-1.7	-7.1	5.7	0.9	14.6	-0.2	-5.0	-8.8
CC(C)C[C@@H](CN1C(N)=NC[C@@H]1C)NC(=O)CC12CC3CC(CC(C3)C1)C2	-0.9	5.2	-0.7	-1.4	4.7	1.0	-7.1	-5.0
CCN(C(=O)Cn1c([N+](=O)[O-])cnc1C)c1ccccc1	-0.9	0.6	8.0	3.5	-0.4	-2.9	-11.4	0.7
O=C(CSc1ccsc1[N+](=O)[O-])N1CCN(c2ccccn2)CC1	1.9	-4.2	28.8	2.3	0.1	-0.9	-4.9	-5.5
CC(C)Cc1nc2ccc(N)cc2[nH]1	0.2	7.9	1.1	3.9	4.4	0.6	-1.8	-6.9
O=C(CSc1ccc(Cl)cc1)Nn1cnnc1	-2.3	-0.3	26.2	6.0	11.7	0.5	5.1	4.2
CCN(CCn1cccn1)Cc1cn[nH]c1-c1ccc(OC)cc1F	-0.6	6.2	6.5	-4.1	3.2	-0.7	1.7	1.9
COCCOC(=O)c1[nH]c2c(c1C)C(=O)CC(c1cc(OC)c(OC)c(OC)c1)C2 (stereo unspecified)	-0.3	-2.2	-5.9	-10.9	1.3	-1.4	-5.5	3.0
O=C(NCC(=O)N1CCOCC1)c1ccc(Br)cc1	0.1	-0.2	3.9	-9.1	9.0	2.3	1.7	-4.8
CCCCNc1nc(Nc2ccc(C)c(Cl)c2)c2cnn(C)c2n1	0.0	0.5	-107.2	-3.2	26.5	15.4*	11.0	4.6
CCCCN(C)C(=O)Cn1cnc2sc(C)cc2c1=O	-1.1	2.6	16.7	0.5	-10.4	-3.0	-8.9	-3.1
CC(=O)Nc1ccc(S(=O)(=O)N2CCC(n3cnc4cc(F)ccc43)CC2)cc1	-0.3	-13.1	30.4	1.0	-17.4	-0.9	-10.2	1.6
CCCNC(=O)c1ccc(N2CCC3(CC2)CC(c2ccccc2)=NO3)c(NC(=O)c2ccccc2)c1	-2.4	5.5	12.9	-1.6	4.5	4.0	-7.3	2.4
CCN(CC)C(=O)Oc1ccc2cc(Br)ccc2c1	0.9	2.1	11.9	4.3	4.5	0.0	-10.6	-6.2
COc1cc(CNCCCN2CCOCC2)cc(Br)c1OCc1ccc(Cl)cc1	74.0*	0.2	19.8	-9.0	12.6	-1.1	-51.0	-2.2
Cc1nnc(NC(=O)C2CCN(S(=O)(=O)c3ccc(F)c(Cl)c3)CC2)o1	-0.5	-6.2	-3.7	-6.6	-15.4	-0.3	3.6	-0.2
NCC(O)COc1ccc2c(c1)OCO2 (stereo unspecified)	1.3	-4.9	20.8	8.1	16.7	-1.3	10.1	4.6
CC(=O)NCC(=O)N(c1ccccc1)C1(C(=O)NC2CCCCC2)CCCCC1	0.5	-1.8	31.8	-8.4	6.8	-1.1	1.4	-3.6
COc1ccc(Cl)cc1Nc1nc(C)nc2c1nnn2Cc1ccccc1	0.5	-4.6	-164.4	-1.9	9.5	5.7	16.7	-3.4
N/C(=N\OC(=O)CSc1ccccc1)c1ccc([N+](=O)[O-])cc1	-0.3	13.4	14.7	-5.8	1.2	6.6	-15.1	-2.2
CC(NC(=O)COC(=O)c1ccc([N+](=O)[O-])s1)c1ccccc1 (stereo unspecified)	-0.4	40.6	40.8*	-19.1	12.0	8.4	75.5*	0.9

SMILES	MPTP inh	SENP7 inh	SENP8 block	ATG4B inhibitor	PfG6PD inh	GRIN3A LBD mod	SENP6 block	HKDC1 inhibitor
Cc1cn([C@H]2C[C@H](O)[C@@H](COS(=O)(=O)O)O2)c(=O)[nH]c1=O	0.0	3.5	7.5	3.6	-16.3	-4.3	-2.5	0.8
CCN(CC)S(=O)(=O)c1ccc(N2CCOCC2)c(NC(=O)COc2ccccc2C)c1	-1.5	-0.1	12.7	62.0*	29.7	3.2	6.5	-0.1
COc1ccc(C2C(C(N)=O)=C(C)Nc3nc(-c4cccc(Cl)c4)nn32)cc1OC (stereo unspecified)	0.5	-4.3	-89.6	-12.5	-4.0	3.2	-10.2	-0.2
O=C(CSc1nc(-c2ccco2)cc(C(F)(F)F)n1)N1CCN(Cc2ccccc2)CC1	-0.6	-9.0	-13.9	14.2	0.3	2.9	16.5	-0.9
CCC1(COC(NC(=O)c2cccnc2)(C(F)(F)F)C(F)(F)F)COC1	-1.8	2.1	12.0	-1.5	-0.7	0.3	-5.1	4.1
O=c1c2ccccc2nnn1COc1cccc2ccccc12	-1.4	1.9	0.1	2.4	19.5	-18.4	11.0	-0.8
CC(NC(=O)c1ccc(F)cc1)c1ccccc1 (stereo unspecified)	-1.5	2.2	15.4	-11.9	-16.6	0.1	1.3	-9.5
C/C(=N\NS(=O)(=O)c1ccc(C)c([N+](=O)[O-])c1)c1ccc2c(c1)OCO2	1.7	7.4	3.7	0.4	7.3	1.7	-7.9	16.3
O=C(NC1CC1)c1nc(Cn2ccc([N+](=O)[O-])n2)no1	-0.7	-11.1	3.3	-2.7	-1.8	-0.9	-19.3	-2.4
C=CCn1c(SCC(=O)NCC(=O)OCC)nnc1-c1ccccn1	-0.2	5.7	12.0	-2.3	-9.1	1.3	2.1	7.1
Cc1ccc(S(=O)(=O)Cn2nnnc2C(C(C)C)N2CCN(C(=O)c3ccco3)CC2)cc1 (stereo unspecified)	-2.3	0.9	17.2	-9.6	-3.3	2.4	-11.5	2.4
O=C(O)c1ccc2c(=O)n3c(nc2c1)/C(=C/c1ccccc1Br)CC3	-0.2	-4.5	-271.3	-9.4	0.7	7.7	-4.3	4.4
Cc1ccc(NC(=O)Nc2c(C)n(C)n(-c3ccccc3)c2=O)cc1	-0.5	5.5	5.8	-2.0	4.6	2.2	3.5	-2.6

Screening results (PubChem)
